D1 ag = activates the human D1 dopamine receptor | P21728 | HEK293 T-REx D1 cells, calcium flux, agonist mode | activation, % at 2 µM | 1% of 360,000 active | AID 504660; in the data active means activation above about 30%; further: 0% is about no effect
Target sequence (P21728 whole entry, looked up): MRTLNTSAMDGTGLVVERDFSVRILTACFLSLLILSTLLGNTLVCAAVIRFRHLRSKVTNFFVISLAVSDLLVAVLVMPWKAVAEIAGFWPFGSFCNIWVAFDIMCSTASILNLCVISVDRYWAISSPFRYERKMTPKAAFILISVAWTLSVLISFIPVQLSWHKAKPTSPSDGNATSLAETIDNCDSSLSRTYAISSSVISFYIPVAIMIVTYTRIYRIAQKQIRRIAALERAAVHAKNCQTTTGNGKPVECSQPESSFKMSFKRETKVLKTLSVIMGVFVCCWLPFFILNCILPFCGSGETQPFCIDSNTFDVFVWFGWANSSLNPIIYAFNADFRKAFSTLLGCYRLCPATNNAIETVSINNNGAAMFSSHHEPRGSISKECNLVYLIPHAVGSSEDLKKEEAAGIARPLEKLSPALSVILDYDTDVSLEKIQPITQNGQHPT
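Inducible HEK293 T-REx D1 cells, force-coupled to calcium signalling, were plated at 4000 cells/well with tetracycline and held overnight at 30 C. After no-wash calcium dye loading, compound-evoked calcium rise over 180 s flagged agonists.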
TRHR PAM = allosteric enhancers of human TRH receptor; AID 493056; 0.66% of 360,000 active; TRHR cells, fluo-8 calcium fluorescence, EC20 TRH enhancement; P34981; enhancement, % at 2 µM; in the data active means enhancement above about 30%; further: 0% is about no effect
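TRHR-expressing cells loaded with fluo-8 calcium dye were read kinetically (ex 480/em 530) during compound addition, then stimulated with an EC20 of TRH (10 nM final). Enhancement of the Gq-mediated intracellular calcium response was scored.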
RXFP1 antagonist = antagonists of human relaxin receptor RXFP1 | HEK293-RXFP1, relaxin-stimulated cAMP HTRF, 30 min; active compounds read low | activity change, negative = inhibition, % at 57.5 µM | 0.59% of 350,000 active | AID 1259400;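 active means activity change of -60% or lower, but not beyond a set lower limit; inconclusive means change between -60% and -40%, or beyond the set limit; inactive means change above -40%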; further: on the % scale 0 is the no-effect control and ±100 the full control effect
TRHR ag = agonists of human TRH receptor | TRHR cells, calcium flux fluo-8, FDSS agonist mode | P34981 | activation, % at 2 µM | 0.18% of 360,000 active; in the data active means activation above about 30%; further: 0% is about no effect
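Agonist-mode FDSS calcium read (Ex 480/Em 530, 1 s cycles) in 1536-well TRHR cells with fluo-8 dye, after 10-cycle baseline and 23 nL compound addition; TRH at EC20 (10 nM final) added afterwards for the enhancer phase.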
Anesthetic bind = candidate novel general anesthetic via apoferritin binding | P02791 | apoferritin/1-aminoanthracene competitive binding, fluorescence | Potency, µM (titrated, usually from 77.5 µM), for the others: at the top dose activity change, negative = displacement, actives largely listed as inhibitors | 0.074% of 350,000 active | AID 485281; further: potency means the concentration at half of the fitted maximal effect; on the % scale 0 is the no-effect control and ±100 the full control effect; nearly all actives have a fitted effect of over 20% in size
Target sequence (P02791 2-175 limits assumed): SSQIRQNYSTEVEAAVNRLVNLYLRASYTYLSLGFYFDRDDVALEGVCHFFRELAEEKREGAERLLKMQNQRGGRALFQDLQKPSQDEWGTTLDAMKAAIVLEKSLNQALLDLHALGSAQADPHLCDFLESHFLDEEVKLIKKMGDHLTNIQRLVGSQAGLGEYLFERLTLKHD
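Read-out: endpoint 1-AMA fluorescence, excitation 380 nm and emission 535 nm, after compounds sit 10 min at room temperature with 10 uM horse-spleen apoferritin in 50% saturated 1-AMA/PBS. Values come from four-parameter Hill fits.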
D1 potentiator = human D1 dopamine receptor positive modulation. P21728. potentiation, % at 10 µM. HEK293 TREx D1 cells, calcium flux, dopamine EC20 potentiation. 0.036% of 360,000 active; in the data active means potentiation above about 30%; further: 0% is about no effect
D1 antagonist = human D1 dopamine receptor antagonism; P21728; HEK293 TREx D1 cells, calcium flux, dopamine EC80; active compounds read low; activity change, negative = inhibition, % at 10 µM; 3.2% of 360,000 active; AID 504652; in the data active means activity change below about -30%; further: on the % scale 0 is the no-effect control and ±100 the full control effect
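Tetracycline-induced HEK293 T-REx cells with force-coupled D1 receptor were loaded with a no-wash calcium dye. Compound was added after a 10 s baseline and read kinetically for 180 s; EC80 dopamine was then added and calcium flux followed another 180 s.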
RXFP1 ag = agonists of human relaxin receptor RXFP1. Q9HBX9. HEK293T-RXFP1 cAMP TR-FRET, 30 min; response scale: percent of porcine relaxin response, buffer zero. Potency, µM (top dose mostly 57.5 µM), inactives show top-dose activation, actives largely listed as activators. 0.3% of 370,000 active. AID 2676; further: potency means the concentration at half of the fitted maximal effect; on the % scale 0 is the no-effect control and ±100 the full control effect; nearly all actives have a fitted effect of over 60% in size; many of its hits are not listed in these tables
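HEK293T cells stably expressing RXFP1 were pretreated with the PDE4 inhibitor Ro 20174, exposed to compounds for 30 min at 37C, lysed, and cAMP was read by TR-FRET. Data normalized to buffer (basal) and 29 nM porcine relaxin (100%).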
D2 PAM = positively modulates the human D2 dopamine receptor allosterically. AID 485347. potentiation, % at 10 µM. P14416. HEK293 T-REx D2, calcium flux, EC20 dopamine potentiation. 0.34% of 340,000 active;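 active means potentiation over 3 SD above the plate norm, cut at about 30% in these data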; further: 0% is about no effect
Target sequence (P14416 whole entry, looked up): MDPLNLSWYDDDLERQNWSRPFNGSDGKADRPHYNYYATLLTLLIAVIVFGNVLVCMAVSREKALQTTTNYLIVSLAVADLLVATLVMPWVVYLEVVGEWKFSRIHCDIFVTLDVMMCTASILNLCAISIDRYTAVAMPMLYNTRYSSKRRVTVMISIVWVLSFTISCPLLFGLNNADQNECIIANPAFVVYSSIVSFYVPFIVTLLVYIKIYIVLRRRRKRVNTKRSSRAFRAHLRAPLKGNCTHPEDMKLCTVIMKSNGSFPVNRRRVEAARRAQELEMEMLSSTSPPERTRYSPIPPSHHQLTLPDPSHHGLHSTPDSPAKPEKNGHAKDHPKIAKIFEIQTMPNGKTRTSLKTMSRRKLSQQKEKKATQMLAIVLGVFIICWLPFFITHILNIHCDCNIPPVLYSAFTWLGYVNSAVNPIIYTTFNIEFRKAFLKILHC
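Cells plated with tetracycline inducer and held overnight at 30 C; calcium dye loaded 30–90 min at room temperature; baseline taken, compound added and read 180 s; EC20 dopamine then added and read 180 s.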
Starred values were filed as active, the others as inactive; ? = inconclusive; nt = no result given; & = joins results of further samples. Unless noted, the call rests on the fitted dose curve; in most records, active means well fitted curve in the direction sought with a large enough effect; inconclusive means small, poorly fitted or top-dose-only effect, or another doubt; inactive means no such curve, though single readings can be large; an effect the other way counts as inactive or inconclusive. Not all compounds are listed; rates above refer to the full screens.

SMILES | D1 ag | TRHR PAM | RXFP1 antagonist | TRHR ag | Anesthetic bind | D1 potentiator | D1 antagonist | RXFP1 ag | D2 PAM
Cc1csc(NC(=O)C(NS(=O)(=O)c2ccc(Br)s2)c2ccccc2)n1 (stereo not given) | 4 | -9 | -7 | -0.1 | -5% | -3 | -4 | -0.1% | -1
O=C(CCc1nnc2ccc(N3CCCCC3)nn12)NCC1CCN(Cc2ccc(F)cc2)CC1 | 3 | 5 | 32 | -0.4 | -6% | -7 | 0 | 11% | -3
Cc1csc(SCC(=O)NC23CC4CC(CC(C4)C2)C3)n1 | 0 | 3 | 1 | -0.8 | ? | -1 | 18 | -1.1% | -1
CCOc1ccc(NC(=O)CN(C)C(=O)c2cc(-c3ccc(OC)cc3)nc3ccccc23)cc1OCC | 1 | -7 | -25 | 0.0 | nt | -8 | -9 | 2.2% | 2
COc1ccc(S(=O)(=O)Nc2ccc(S(=O)(=O)N3CCOCC3)cc2)cc1 | 7 | -1 | -12 | -0.1 | -21% | 1 | 12 | 0.8% | 4
COc1ccc(N2Cc3ccc(C(=O)N/N=C\c4ccc(O)cc4O)cc3C2)cc1 | 1 | 9 | nt | -0.6 | -13% | -2 | -20 | 2.7% | -23
CC(NS(=O)(=O)c1ccc(OCC(=O)N2CCOCC2)cc1)c1ccccc1 (stereo not given) | 0 | 4 | -6 | -0.3 | -11% | -8 | -4 | 0.4% | 8
Cc1ccc(S(=O)(=O)NC(CC(C)C)C(=O)NCC(C)(C)N2CCOCC2)cc1 (stereo not given) | 9 | -11 | -2 | -0.3 | nt | -3 | 0 | -1.6% | 1
O=C(NCCn1ccc2ccccc21)C1CCCCC1 | 0 | -4 | 0 | -0.9 | -13% | -1 | 1 | -1.8% | -5
CCCN(CCC)CCCOC(=O)c1ccc(Cl)cc1Cl | 7 | 24 | -14 | -0.8 | -5% | -7 | 3 | -3.1% | 6
Cn1c(CNC(=O)CCNC(=O)c2cccc(Cl)c2)cc(=O)n(C)c1=O | 3 | 1 | -10 | 0.3 | -5% | 4 | -3 | 2.7% | 12
Cc1ccc(NC(=O)Nc2nc(-c3ccc(C)s3)cs2)cc1 | 1 | 24 | -13 | 0.5 | -5% | -5 | 0 | 0.6% | 45*
CC(C)Cn1c(CN(Cc2ccccc2)Cc2ccccc2)nc2c1c(=O)n(C)c(=O)n2C | -1 | -3 | -19 | 0.4 | -21% | -6 | 4 | 4.5% | 7
COC(=O)c1cc(C)sc1NC(=O)CCc1ccccc1 | 1 | -4 | -17 | 0.4 | 1% | -5 | 0 | 0.6% | 4
CCc1ccc(NC(=O)CSc2nc3c(oc4ccccc43)c(=O)n2-c2cccc(C)c2)cc1 | 3 | 23 | nt | 0.8 | -5% | -1 | 9 | 0.8% | 2
O=C(Cc1cccs1)Nc1ccc(S(=O)(=O)N2CCCC2)cc1 | 6 | -3 | -18 | -0.3 | ? | 0 | 2 | -1.0% | -2
C/C(=N\NC(=O)C(N)=O)c1cccc([N+](=O)[O-])c1 | 0 | 0 | -6 | 0.2 | -7% | 10 | 25 | 0.7% | 7
COc1ccc(-c2nc(-c3ccc(O)cc3O)cs2)cc1OC | 6 | 0 | -8 | -0.2 | -15% | 0 | -1 | 1.5% | 17
CCS(=O)(=O)Nc1ccc(-c2cc(-c3ccccc3)c3cc(C)ccc3n2)cc1 | 7 | 6 | 3 | 0.1 | -17% | 7 | 13 | 0.1% | -3
Fc1cccc(NCc2ccccc2-c2nnc(-c3ccccc3Cl)o2)c1 | 3 | 7 | -8 | -1.0 | -12% | 7 | 7 | 2.4% | -7
CS(=O)(=O)N1CCC(C(=O)N2CCN(c3ccccc3)CC2)CC1 | 1 | -3 | 13 | -0.1 | -4% | -6 | 14 | 2.1% | nt
COc1ccc(OCCCCn2c(-c3ccc(Cl)cc3)nc3ccccc3c2=O)cc1 | 2 | -1 | 1 | -0.2 | 4% | 3 | 12 | 7.9% | -6
CCOC(=O)c1cn2cccnc2n1 | 2 | 1 | -9 | 0.1 | -10% | 0 | -17 | 1.6% | 0
CCOc1cc(/C=C2/C(=N)N3N=C(CC)SC3=NC2=O)ccc1OC(=O)c1ccco1 | 0 | -3 | -28 | 0.4 | -18% | -6 | -11 | -2.1% | 1
Cc1cc(Cl)ccc1OCC(=O)OCC(=O)N1CCC(C(N)=O)CC1 | 2 | -14 | -4 | 0.7 | nt | -4 | -17 | -2.3% | -11

One compound at a time, as listed above. Order of values: D1 ag, TRHR PAM, RXFP1 antagonist, TRHR ag, Anesthetic bind, D1 potentiator, D1 antagonist, RXFP1 ag, D2 PAM
`Cc1cc(Cl)ccc1OCC(=O)OCC(=O)N1CCC(C(N)=O)CC1` reads 2, -14, -4, 0.7, nt, -4, -17, -2.3%, -11
`CCOc1ccc(NC(=O)CN(C)C(=O)c2cc(-c3ccc(OC)cc3)nc3ccccc23)cc1OCC` reads 1, -7, -25, 0.0, nt, -8, -9, 2.2%, 2
`Cc1csc(NC(=O)C(NS(=O)(=O)c2ccc(Br)s2)c2ccccc2)n1` (stereo not given) reads 4, -9, -7, -0.1, -5%, -3, -4, -0.1%, -1
`CCCN(CCC)CCCOC(=O)c1ccc(Cl)cc1Cl` reads 7, 24, -14, -0.8, -5%, -7, 3, -3.1%, 6
`Cc1ccc(NC(=O)Nc2nc(-c3ccc(C)s3)cs2)cc1` reads 1, 24, -13, 0.5, -5%, -5, 0, 0.6%, 45*

Random excerpt: four records from the list
SMILES | D1 ag | TRHR PAM | RXFP1 antagonist | TRHR ag | Anesthetic bind | D1 potentiator | D1 antagonist | RXFP1 ag | D2 PAM
CC(NS(=O)(=O)c1ccc(OCC(=O)N2CCOCC2)cc1)c1ccccc1 (stereo not given) | 0 | 4 | -6 | -0.3 | -11% | -8 | -4 | 0.4% | 8
O=C(Cc1cccs1)Nc1ccc(S(=O)(=O)N2CCCC2)cc1 | 6 | -3 | -18 | -0.3 | ? | 0 | 2 | -1.0% | -2
Cc1ccc(S(=O)(=O)NC(CC(C)C)C(=O)NCC(C)(C)N2CCOCC2)cc1 (stereo not given) | 9 | -11 | -2 | -0.3 | nt | -3 | 0 | -1.6% | 1
Cc1cc(Cl)ccc1OCC(=O)OCC(=O)N1CCC(C(N)=O)CC1 | 2 | -14 | -4 | 0.7 | nt | -4 | -17 | -2.3% | -11

The results go on:
SMILES | D1 ag | TRHR PAM | RXFP1 antagonist | TRHR ag | Anesthetic bind | D1 potentiator | D1 antagonist | RXFP1 ag | D2 PAM
COc1ccccc1CNC(=O)c1ccc2[nH]c(C)c(C)c2c1 | 7 | -1 | -10 | -0.7 | ? | -8 | 1 | 0.7% | nt
O=C(O)CC1(CC(=O)NCc2ccc(C(F)(F)F)cc2)CCCCC1 | 3 | 4 | -2 | -0.6 | -8% | -4 | 11 | 0.5% | 1
COc1cc(C(=O)NNC(=O)c2cc(C)[nH]n2)cc(OC)c1OC | 2 | -1 | -8 | 0.3 | -1% | -8 | 11 | -0.1% | -1
CCOC(=O)Cc1csc(NC(=O)c2cccc(N3C(=O)CCC3=O)c2)n1 | 2 | -5 | -14 | -0.1 | -12% | 1 | 0 | 0.1% | -1
CCOc1ccc(-c2nnc(SCC(=O)NC(C)CC)nc2-c2ccc(OCC)c(OC)c2)cc1OC (stereo not given) | 2 | -1 | -28 | -0.7 | ? | -1 | 17 | 2.0% | 6
CCOC(=O)c1c(C)[nH]c(C(=O)Cn2nnc(-c3ccc(Cl)cc3)n2)c1C | 7 | -2 | -3 | -0.8 | -22% | -4 | -24 | 4.8% | 0
CNC(=O)NNC(=O)c1csc(-c2ccc(C(F)(F)F)cc2Cl)n1 | 2 | 6 | -4 | 0.6 | -3% | 0 | -4 | -2.6% | -1
CCN(Cc1ccccc1)S(=O)(=O)c1ccc(C(=O)N(CCCN(C)C)c2nc3c(F)cccc3s2)cc1 | 5 | 0 | -6 | 0.5 | -21% | 3 | 10 | 0.8% | 0
CCCCN1C(=O)C(O)(c2c[nH]c3ccccc23)c2cc(Br)ccc21 (stereo not given) | -1 | -1 | nt | 0.6 | -16% | -2 | 5 | -3.4% | 0
Cc1cccc(C)c1NC(=O)CN(Cc1ccc(Br)cc1)S(=O)(=O)c1ccccc1 | 7 | -6 | -6 | 1.1 | -13% | 1 | 21 | -1.4% | -1
Cc1cccc(NC(=O)Cn2nnc(C(=O)Nc3ccc(F)c(Cl)c3)c2N)c1 | 6&2 | -1&-17 | -6&3 | 0.7&1.7 | -15%&1% | -5&-2 | 15&1 | 1.6%&0.1% | 15&1
CCCC(=O)Nc1cccc(NC(=O)c2cccc([N+](=O)[O-])c2C)c1 | 1 | 8 | -3 | -0.3 | 5% | -4 | -4 | 0.5% | -5
O=C(/C=C/c1ccccc1)Nc1cccnc1 | -4 | 3 | 1 | -0.4 | 0% | -6 | 4 | -0.1% | 6
CC(C)Oc1ccc(S(=O)(=O)N2CCCCC2)cc1NC(=O)C1=COCCO1 | 1 | -4 | -15 | -0.3 | nt | -5 | 11 | 2.0% | -5
O=C(Nc1ccc(Cl)cc1)ON=C1CCCC1 | 8 | -4 | -13 | -0.2 | -11% | 0 | -3 | 0.7% | -7
CN1C(=O)/C(=C2/C=CC=CN2C)OC1=S | 1 | 4 | 1 | -0.5 | -9% | 1 | 7 | -1.4% | 10
Cc1ccc(F)c(CNC(=O)C2CCC(=O)N(CCN3CCOCC3)C2)c1F (stereo not given) | 4 | -2 | 5 | 0.7 | -6% | -5 | 6 | 2.1% | nt
CN1CCN(C(=O)c2cc3cc(F)ccc3[nH]2)CC1 | 1 | 1 | 0 | -0.4 | -5% | -5 | -7 | 1.3% | -1
COc1cc(Cl)c(C)cc1NC(=O)c1cc(S(=O)(=O)N(C)C)ccc1N1CCCC1 | 0 | 1 | 4 | -0.4 | -11% | 2 | -8 | 0.5% | -11
Cc1ccc(N=Nc2c(O)[nH]c3ccc(F)cc23)cc1 | 117* | 4 | -11 | -0.7 | -14% | -2 | -48* | 1.0% | 12
COc1ccc(/C=N/N=C2/NC(=O)C(c3ccccc3)(c3ccccc3)S2)cc1 | 2 | 5 | 28 | 0.6 | -4% | 1 | -1 | 1.4% | nt
O=C(CN1CCC(n2nnc3cc(F)ccc32)CC1)N1CCCc2ccccc21 | 1 | -1 | -6 | -0.7 | -17% | -1 | -21 | -1.1% | -8
CCOc1ccc(C(=O)NCc2cccnc2)cc1[N+](=O)[O-] | 1 | 11 | -10 | -0.3 | -5% | -6 | nt | -1.2% | 20
C[C@@H](C(=O)OCn1nnc2ccccc2c1=O)N1C(=O)C2CCCCC2C1=O (stereo not given in full) | 4 | -5 | 9 | 0.5 | -7% | -2 | -10 | 28% | 0

Screening data from PubChem BioAssay.
